DT40 TDP1 no CPT – qHTS for Inhibitors of human tyrosyl-DNA phosphodiesterase 1 (TDP1): qHTS in cells in absence of CPT. 15% of 420,000 active. DT40 Tdp1-/- hTDP1 cells, no CPT, ATP luminescence, 48 h. Potency, µM (doses to about 46.2 µM), for the others: at the highest dose activity change, negative = growth inhibition, usual class: inhibitors; note: nearly all actives have a fitted effect of over 55% in size
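No-CPT arm: Tdp1-/-;hTDP1 DT40 cells (400/well) plus compounds, incubated ≥48 hr at 37 °C. Readout CellTiter-Glo luminescence.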
TDP1 cell CPT – growth inhibition of DT40 Tdp1-/-;hTDP1 cells with camptothecin (screen for TDP1 inhibitors). chicken DT40 Tdp1-/-;hTDP1 cells + 20 nM CPT, ATP luminescence, 48 h. Potency, µM (doses to about 46.2 µM), for inactives: at the top dose activity change, negative = growth inhibition, actives largely listed as inhibitors. 12% of 420,000 active; note: nearly all actives have a fitted effect of over 55% in size
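Cell growth measured by CellTiter-Glo luminescence after a minimum 48 h, 37 C compound exposure with 20 nM CPT in Tdp1-knockout DT40 cells stably expressing hTDP1, seeded 400/well; qHTS titration format.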
TDP1 inh – TDP1 (human) enzyme inhibition | 0.28% of 350,000 active | recombinant TDP1, AlphaScreen DNA substrate cleavage | AID 485290 | Q9NUW8 | Potency, µM (titrated, usually from 130 µM), for the others: at the highest dose activity change, negative = inhibition, hits mostly inhibitors; note: nearly all actives have a fitted effect of over 40% in size
Target sequence (Q9NUW8 whole entry, looked up): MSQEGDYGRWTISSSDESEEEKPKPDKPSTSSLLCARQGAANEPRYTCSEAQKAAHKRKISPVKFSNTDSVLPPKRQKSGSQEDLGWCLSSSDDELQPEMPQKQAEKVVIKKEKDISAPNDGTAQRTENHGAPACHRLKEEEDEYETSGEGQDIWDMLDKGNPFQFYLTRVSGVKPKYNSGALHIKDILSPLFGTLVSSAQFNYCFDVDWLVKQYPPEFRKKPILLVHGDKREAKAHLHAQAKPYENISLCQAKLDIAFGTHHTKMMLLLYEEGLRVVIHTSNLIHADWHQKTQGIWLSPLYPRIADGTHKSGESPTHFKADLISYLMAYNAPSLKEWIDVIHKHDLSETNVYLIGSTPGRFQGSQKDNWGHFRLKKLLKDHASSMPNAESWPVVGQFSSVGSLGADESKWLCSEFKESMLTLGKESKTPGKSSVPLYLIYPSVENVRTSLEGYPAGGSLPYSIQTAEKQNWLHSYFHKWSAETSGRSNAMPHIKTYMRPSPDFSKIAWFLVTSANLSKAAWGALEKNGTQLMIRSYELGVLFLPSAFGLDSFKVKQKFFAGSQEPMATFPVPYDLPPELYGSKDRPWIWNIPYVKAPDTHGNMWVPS
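AlphaScreen read-out: signal falls as enzyme removes the 3' tyrosine-FITC from a 5'-biotinylated DNA oligo (15 nM, 5 min, RT). Enzyme was E. coli-made recombinant Tdp1 at 1 nM, exposed to compound for 15 min beforehand; beads 10 ug/ml, 10 min.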
Starred values were filed as active, the others as inactive; u = inconclusive; x = no result given; [ ] = dose if it differs, or a comment. Calls come from the whole dose curve; as a rule, active = well fitted curve in the direction sought with a large enough effect; inconclusive = small, poorly fitted or top-dose-only effect, or another doubt; inactive = no such curve, though single readings can be large; an effect the other way counts as inactive or inconclusive. % is set by controls: 0 for no effect and ±100 for the full control effect; potency is the fitted concentration of half-maximal effect.

Start of the listing, in advance (7 entries):
Structure	DT40 TDP1 no CPT	TDP1 cell CPT	TDP1 inh
CNC(=O)NC(=O)CSc1nnc(-c2ccc(F)cc2)n1CC1CCCO1 (stereo not drawn)	-4.4%	4.4%	1.1%
c1cncc(-c2nc3cc4ccccc4cc3[nH]2)c1	u	u	2.0%
C=CCc1cccc(/C=N/c2ncccc2O)c1O	-10.0%	-4.7%	0.0%
CCn1c(-c2cc(-c3cccc(OC)c3)nc3ccccc23)n[nH]c1=S	u	u	10.1%
O=C(COc1ccc([N+](=O)[O-])cc1)Nc1ccc(N2CCN(C(=O)c3ccco3)CC2)cc1	5.8µM*	9.2µM*	3.3%
Cc1ccc2cc(NC(=O)C3(C)CCN3C(C)C)ccc2n1 (stereo not drawn)	-17.5%	-4.5%	x
O=C(CSc1nnc(-c2ccncc2)n1Cc1ccccc1)NC1CCCc2ccccc21 (stereo not drawn)	u	-30.4%	5.5%

Main list, previewed entries included:
Structure	DT40 TDP1 no CPT	TDP1 cell CPT	TDP1 inh
CNC(=O)NC(=O)CSc1nnc(-c2ccc(F)cc2)n1CC1CCCO1 (stereo not drawn)	-4.4%	4.4%	1.1%
c1cncc(-c2nc3cc4ccccc4cc3[nH]2)c1	u	u	2.0%
C=CCc1cccc(/C=N/c2ncccc2O)c1O	-10.0%	-4.7%	0.0%
CCn1c(-c2cc(-c3cccc(OC)c3)nc3ccccc23)n[nH]c1=S	u	u	10.1%
O=C(COc1ccc([N+](=O)[O-])cc1)Nc1ccc(N2CCN(C(=O)c3ccco3)CC2)cc1	5.8µM*	9.2µM*	3.3%
Cc1ccc2cc(NC(=O)C3(C)CCN3C(C)C)ccc2n1 (stereo not drawn)	-17.5%	-4.5%	x
O=C(CSc1nnc(-c2ccncc2)n1Cc1ccccc1)NC1CCCc2ccccc21 (stereo not drawn)	u	-30.4%	5.5%
CCSc1nnc(-c2ccc(S(=O)(=O)N3CCOCC3)cc2)n1CC1CCCO1 (stereo not drawn)	-19.1%	2.9%	0.0%
CC(C)(C)c1ccc(C2(C)NC(=O)NC2=O)cc1 (stereo not drawn)	-18.9%	-5.2%	-1.5%
COC(=O)[C@@]12CCCN1[C@H](c1ccc(-c3ccccc3)cc1)[C@@H]1C(=O)N(C)C(=O)[C@@H]12	18.4µM*	23.1µM*	0.7%
CC1CCN(C2=C(NS(=O)(=O)c3ccccc3)C(=O)c3ccccc3C2=O)CC1	u	u	x
CSc1ccccc1NC(=O)c1ccc(CN2CCOCC2)cc1	-0.9%	-13.8%	-2.7%
C[C@@H]1CCCCO[C@@H](CN(C)C(=O)c2ccncc2)[C@@H](C)CN([C@H](C)CO)C(=O)c2cc(NC(=O)Cc3ccccc3)ccc2O1	-7.1%	-2.5%	x
CCOC(=O)Cc1c(C)nc2c(-c3ccccc3)cnn2c1C	-23.3%	u	-4.8%
O=Cc1ccc(N2CCCC2)c(F)c1	-17.9%	-15.3%	3.5%
CCOc1cc(CNCc2ccccn2)cc(Cl)c1OC	6.6%	0.8%	5.1%
CN(C)c1ccc(/C=C(/NC(=O)c2ccccc2)C(=O)N2CCCC2)cc1	-22.5%	u	-8.1%
COc1nc(-c2ccccc2)ccc1-c1noc(-c2ccccc2F)n1	-27.5%	u	5.8%
COc1ccc(OC)c(Cc2nnc(CCC(=O)N3CCCCCC3)o2)c1	9.4%	-3.5%	x
CC1CCN(Cc2ccc(-c3nnn(CC(=O)Nc4ccccc4Cl)n3)cc2)CC1	20.6µM*	16.4µM*	-1.8%
NC(=S)COc1ccccc1	0.3%	14.4%	2.7%
S=c1[nH]nc(COc2ccc(Cl)cc2)n1C1CCCCC1	u	u	-2.4%
CCCCn1nnnc1C(c1ccccc1)N1CCN(c2cccc(C)c2C)CC1 (stereo not drawn)	16.4µM*	u	x
COc1ccc(C(=O)/C=C/Nc2cc(C)ccn2)cc1	-25.8%	-13.5%	-6.8%
CCOc1ccc(N2C(=O)CC(Sc3nc(CC(C)C)ccc3C#N)C2=O)cc1 (stereo not drawn)	u	23.1µM*	7.4%
CCOc1ccc(CCNC(=O)COC(=O)c2ccc(OC)c(OC)c2OC)cc1OCC	-23.7%	-12.4%	-1.2%
COc1ccc(/C=C/c2c([N+](=O)[O-])c(=O)n(C)c(=O)n2C)cc1OC	-13.2%	-1.1%	3.9%
CCOC(=O)N1CCC(NC(=O)c2ccc3c(c2)N(Cc2cc(C)ccc2C)C(=O)c2ccccc2S3(=O)=O)CC1	11.6µM*	u	8.1%
COc1ccc(N(C)S(=O)(=O)c2cccc(C(=O)NC3CCCC(C)C3C)c2)cc1 (stereo not drawn)	u	u	x
Cc1ccc(NC(=O)C2(N3CCC3=O)CCCCC2)cc1	10.4%	2.1%	-2.8%
CCN(CC(=O)Nc1cccc(Br)c1)Cc1nc2ccccc2c(=O)[nH]1	4.61µM*	5.17µM*	7.8%
CCCn1c(=O)c2sccc2n2c(CCCC(=O)Nc3ccc(Oc4ccc(Cl)cc4)cc3)nnc12	16.4µM*	16.4µM*	8.8%
CCCCCn1c(=O)[nH]c2cc(C(=O)NCCc3ccc(OC)c(OC)c3)ccc2c1=O	-15.4%	0.1%	6.0%
CC1(C)N=C(c2ccc(Cl)cc2Cl)C(=O)N1	4.7%	4.0%	1.9%
O=C(COC(=O)c1ccccc1Cc1ccccc1)NC1CCS(=O)(=O)C1 (stereo not drawn)	-1.3%	1.2%	-2.6%
CN(C)CCOc1ncnc2c1oc1ccccc12	-9.7%	1.1%	2.0%
Cc1ccc(NC(=O)CN2C(=O)N/C(=C/c3cccn3-c3ccc(C(=O)O)cc3)C2=O)cc1	-1.8%	-3.6%	0.891µM*
Cc1csc(NC(=O)CSc2nncc(=O)n2N)n1	8.0%	0.1%	5.8%
Cc1nc2c(oc3ccccc32)c(=O)o1	-6.4%	8.5%	-3.8%
NS(=O)(=O)c1ccc(NC(=O)CSc2nc3c(cnn3-c3ccccn3)c(=O)[nH]2)cc1	9.2%	14.9%	3.4%[0.505 µM]
COCc1c(C(=O)NC2CCCC2)cnn1-c1nccc(-c2ccco2)n1	-16.4%	3.9%	x
CCn1c(SC(C)C(=O)NCc2ccco2)nnc1-c1ccccc1 (stereo not drawn)	-23.1%	3.1%	x
CCN(CC)C(=O)C1CCCN(C/C=C/c2ccccc2[N+](=O)[O-])C1 (stereo not drawn)	-20.8%	8.4%	x
COc1ccc2cc(CCl)c(Cl)nc2c1	u	u	0.6%
COc1ccc(C(=O)NCC(c2cccnc2)N2CCN(c3ccccc3OC)CC2)cc1 (stereo not drawn)	11.6µM*	18.4µM*	3.9%
O=C(NCc1cccnc1)c1ccc2sc([C@@H]3O[C@H](CO)[C@H](O)[C@H](O)[C@H]3O)nc2c1	12.1%	-1.1%	x
Cc1nc(NC(=O)C(C)(C)C)sc1C(=O)Cn1cc(-c2ccc(C(C)(C)C)cc2)nn1	u	u	x
COc1cccc(-c2ccc(NC(=O)C3CCCN(Cc4cnn(C(C)C)c4)C3)cc2)c1 (stereo not drawn)	u	23.1µM*	5.7%[56.1 µM]
O=C1CC2(CCN(C(=O)C(=O)c3c[nH]c4ccccc34)CC2)Oc2ccccc21	u	u	3.9%
O=C(N/N=C/C=C\c1ccco1)c1ccccn1	16.4µM*	9.2µM*	x
NS(=O)(=O)c1ccc(NNC(=O)c2ccc(Br)o2)c([N+](=O)[O-])c1	u	u	4.8%
Cn1nnnc1SCCCNCc1ccc(Cl)cc1	u	u	2.6%
CCCCOCCCNC(=O)C[C@@H]1C[C@@]2(C(=O)OC)CC(C)(C)CC=C2N(Cc2ccc3c(c2)OCO3)C1=O	20.6µM*	u	x
CCn1c(CN2c3ccccc3Sc3ccccc32)n[nH]c1=S	-28.4%	-23.5%	8.7%
O=C(N/N=C/c1ccccc1[N+](=O)[O-])C(=O)N1CCCC1	-13.4%	4.2%	9.6%
Cn1nc(C(=O)NCc2cccc(F)c2)cc1C(=O)NCc1cccc(F)c1	u	-14.1%	0.2%
COc1ccc(C(=O)NCc2nnc(SC)n2-c2ccccc2C)c(OC)c1OC	-17.4%	5.9%[9.04 µM]	x
CC1=NN(C(=O)c2ccc(Br)cc2)C(O)(C(F)(F)OC(F)(F)F)C1 (stereo not drawn)	u	u	1.0%
COc1ccc(CC(=O)N/N=C(\C)CC(=O)NCc2ccco2)cc1OC	1.7%	3.9%	x
CC(O)(c1ccc(F)c(F)c1)c1nc(-c2cnc3ccccc3c2)cs1 (stereo not drawn)	14.6µM*	16.4µM*	x

The results go on.
Structure	DT40 TDP1 no CPT	TDP1 cell CPT	TDP1 inh
COc1ccc(-c2nc(C#N)c(N3CCN(c4cccc(Cl)c4)CC3)o2)cc1OC	-0.5%	1.8%	2.6%
CC1CC(C)CN(C(=O)C(C)N2CCN(S(=O)(=O)c3ccc(C(F)(F)F)cc3)CC2)C1 (stereo not drawn)	u	u	x
CC(C)(CNC(=S)NCCc1ccccc1)CNC(=S)NCCc1ccccc1	29.1µM*	8.2µM*	9.4%
Cc1ccc(C(=O)O/N=C/C2=C(Cl)c3ccccc3CC2)cc1	u	-24.5%	1.9%
Cc1ccnc(SCC(=O)Nc2sc3c(c2C#N)CCCC3)n1	2.91µM*	3.26µM*	2.0%
CC[C@]12c3[nH]c4ccc(OC)cc4c3CCN1C(=O)C(CC(=O)NCCN1CCOCC1)C[C@@H]2C(=O)N1CCN(C(=O)C2CC2)CC1 (stereo partly drawn)	-4.6%	-0.6%	0.9%[56.1 µM]
CCOC(=O)CSc1nc(C)c2cc(OC)ccc2n1	-9.7%	-11.3%	4.5%
COc1cc(C(=O)Nc2ccccc2OCc2cc(=O)n3cc(C)sc3n2)cc(OC)c1OC	-17.4%	u	1.3%
NC(=O)[C@@H]1CC2(CC(c3cccc(NC(=O)COc4ccc(Cl)cc4)c3)=NO2)CN1C(=O)COc1ccc(Cl)cc1 (stereo partly drawn)	11.6µM*	u	7.1%
Cc1cccc(NC(=O)Cn2cnc3c(oc4ccccc43)c2=O)c1	-6.3%	4.4%	0.0%
Cc1noc(C)c1NC(=O)Nc1cccc2c1O[C@H](CN(C)S(=O)(=O)c1ccc(F)cc1)[C@@H](C)CN([C@H](C)CO)C2=O	-0.3%	u	-0.1%
CCCCn1c(SCC(N)=O)nnc1-c1ccco1	-8.4%	-20.0%	7.7%
O=C(CNC1CC1)Nc1cc(C(F)(F)F)ccc1Cl	1.9%	-0.9%	x
CN(C)/C=C(\C(=O)c1ccccc1)c1nnnn1-c1ccc(F)cc1	0.1%	-3.4%	9.0%
Cc1cc2c(cc1S(=O)(=O)NCc1ccc(F)cc1)OCCN2C	-17.6%	-3.8%	-3.9%
N#CCC(=O)Nc1ccc(C(=O)NNC(=S)NC2CC2)cc1	-6.5%	1.1%	-7.8%
O=C(COC(=O)Cc1ccc(S(=O)(=O)N2CCOCC2)s1)Nc1ccccc1Cl	4.3%	u	1.4%
Cc1ccc(-n2c(C)nc3c(cnn3-c3ccc(F)cc3)c2=O)cc1	14.6µM*	18.4µM*	2.9%
O=C(Cn1c(=O)n(-c2ccc(F)c(Cl)c2)c(=O)c2sc3ccccc3c21)NC1CCCC1	-7.4%	-2.8%	3.8%
COC1OC(COC(=O)CNC(=O)OC(C)(C)C)C(O)C(O)C1O (stereo not drawn)	-6.2%	-16.5%	-0.6%
CC(C)CNC(=O)c1ccc(Cl)c(Cl)c1	-13.7%	-13.1%	2.0%
C[C@H](Nc1ncnc2sc3c(c12)CCC3)C(=O)O	0.5%	-0.1%	2.0%
CCOC(=O)c1[nH]c(C)c(C(=O)Nc2ccc3c(c2)OCCO3)c1C	-16.1%	-3.6%	6.2%
Cc1ccc(-n2cc3c(c2-c2ccccc2Br)c(=O)n(C)c(=O)n3C)cc1N	u	u	4.7%
COc1ccccc1N1CCN(c2nc(CNC(=O)c3ccccc3F)nc3ccccc23)CC1	8.2µM*	u	x
COCCCn1cnc2c(c1=O)c1nc3ccccc3nc1n2-c1ccccc1	-27.6%	u	-1.9%
CCCCNc1nc(Oc2ccc(OCC)nn2)nc(N2CCOCC2)n1	u	-20.2%	7.0%

Outcome played no part in choosing rows; any-hit rate near 18%.
